Screens: PubChem, National Center for Advancing Translational Sciences (NCATS)
SMN2 splice up – increases expression of the SMN2 splice variant. HEK293 SMN2-luciferase splicing reporter, luminescence, 30-36 h. Potency, µM (titrated, usually from 46.1 µM), for inactives: at the highest dose activity change, positive = activation, hits mostly activators. actives 2.8% (n = 210,000); note: % of control where 0% means no effect; nearly all actives have a fitted effect of over 55% in size
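HEK293 cells carry an SMN2 […]–luciferase reporter in which exon 7 inclusion puts luciferase in frame. Cells were plated 10-12 h before compound addition, then incubated 30-36 h at 37C. ONE-Glo luminescence was read; sodium butyrate at 4.5 mM final served as control.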
JMJD2E inh – blocks human JMJD2E demethylase activity; JMJD2E catalytic domain, FDH-coupled NADH fluorescence (FDH is formaldehyde dehydrogenase); Potency, µM (doses to about 57.1 µM), for the others: top-dose activity change, negative = inhibition, hits mostly inhibitors; actives 1.6% (n = 230,000); active = well fitted inhibition curve with a large enough effect, not every such curve was filed as active; inconclusive = small, poorly fitted or top-dose-only effect, or another doubt; inactive = no such curve, though single readings can be large or run the other way;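 note: 0% = wells with enzyme and -100% = buffer wells without enzyme; nearly all actives have a fitted effect of over 50% in size; many of its hits are not listed in these tables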
Target sequence (B2RXH2 1-337 limits assumed): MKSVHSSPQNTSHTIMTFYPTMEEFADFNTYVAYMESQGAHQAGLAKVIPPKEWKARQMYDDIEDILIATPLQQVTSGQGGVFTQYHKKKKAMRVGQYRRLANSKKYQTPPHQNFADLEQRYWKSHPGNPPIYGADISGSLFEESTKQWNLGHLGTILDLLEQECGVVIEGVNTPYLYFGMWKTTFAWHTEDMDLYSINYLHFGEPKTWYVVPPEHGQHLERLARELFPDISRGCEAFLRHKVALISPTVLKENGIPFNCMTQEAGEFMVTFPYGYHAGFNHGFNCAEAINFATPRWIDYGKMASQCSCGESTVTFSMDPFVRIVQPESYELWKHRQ
ALDH1A1 block – ALDH1A1 (human) enzyme inhibition | P00352 | Purified ALDH1A1, NADH fluorescence, propionaldehyde substrate | Potency, µM (highest dose often 75.3 µM), without a hit: at the highest dose activity, negative = inhibition, usual class: inhibitors | actives 7.3% (n = 220,000); active = well fitted inhibition curve with a large enough effect, not every such curve was filed as active; inconclusive = small, poorly fitted or top-dose-only effect, or another doubt; inactive = no such curve, though single readings can be large or run the other way;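 note: plate controls were no enzyme wells and a reference inhibitor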
aGal spleen mod – inhibitors or activators of human alpha-galactosidase in spleen homogenate | human spleen homogenate, 4MU-alpha-Gal fluorescence, 40 min | Potency, µM (top dose mostly 80 µM), for inactives: at the top dose activity change, negative = inhibition, most hits filed as inhibitors | actives 0.008% (n = 240,000);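 note: 0% = enzyme with vehicle and -100% = no enzyme basal signal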
Target sequence (P06280 32-429 limits assumed): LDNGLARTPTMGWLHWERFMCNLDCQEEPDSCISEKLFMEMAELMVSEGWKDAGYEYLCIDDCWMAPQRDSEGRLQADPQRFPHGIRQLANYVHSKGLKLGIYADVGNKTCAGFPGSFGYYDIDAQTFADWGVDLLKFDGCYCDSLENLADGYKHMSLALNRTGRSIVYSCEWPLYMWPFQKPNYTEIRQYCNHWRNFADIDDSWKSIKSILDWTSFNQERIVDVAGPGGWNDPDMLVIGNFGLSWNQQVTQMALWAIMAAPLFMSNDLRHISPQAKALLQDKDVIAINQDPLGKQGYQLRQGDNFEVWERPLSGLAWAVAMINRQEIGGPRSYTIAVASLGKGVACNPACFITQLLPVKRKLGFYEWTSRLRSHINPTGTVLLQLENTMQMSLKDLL
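qHTS titration in buffer at pH 5.0. Alpha-galactosidase activity in spleen homogenate was measured via 4-methylumbelliferone release from 1 mM fluorogenic substrate after 40 min at 37C and a pH 10 stop. AC50 came from Hill fits of control-normalized data.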
GAA glycogen – alters human alpha-glucosidase cleavage of glycogen; P10253; recombinant GAA, glycogen substrate, Amplex Red glucose oxidase fluorescence; Potency, µM (highest dose often 76.4 µM), inactives show top-dose activity change, negative = inhibition, most hits filed as inhibitors; actives 0.38% (n = 300,000); AID 2100;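 note: 0% = full enzyme reaction and -100% = no-enzyme basal signal; the screen sought inhibitors and activators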
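Recombinant human enzyme (4 nM); glycogen substrate; 37 C, 40 min, pH 5.0. Readout: coupled glucose oxidase/Amplex Red fluorescence.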
GAA spleen mod – lysosomal alpha-glucosidase (human) modulation; AID 2112; actives 0.006% (n = 240,000); Potency, µM (top dose mostly 79.9 µM), without a hit: top-dose activity change, negative = inhibition, usual class: inhibitors; human spleen homogenate, 4-MU-alpha-glucoside fluorescence;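 note: 0% = enzyme with vehicle and -100% = no enzyme basal signal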
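Enzyme source: human spleen homogenate, 1 ug/well. Buffer 50 mM citric acid/K phosphate pH 5.0, 0.01% Tween-20. 4-MU-alpha-glucoside 1 mM; 37 C x 40 min; NaOH/glycine stop; fluorescence.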
GoLoco inh red – inhibitors of human Gai1-RGS12 GoLoco interaction (red fluorophore); P63096; Gai1:RGS12 GoLoco peptide FP, rhodamine, 10 min; Potency, µM (doses to about 61.6 µM), inactives show at the highest dose activity, negative = inhibition, most hits filed as inhibitors; actives 0.44% (n = 230,000); AID 880; active = well fitted inhibition curve with a large enough effect, not every such curve was filed as active; inactive = no such curve, though single readings can be large or run the other way; note: % is set by controls: 0 for no effect and ±100 for the full control effect; nearly all actives have a fitted effect of over 30% in size; many of its hits are not listed in these tables
GAA inh – alpha-glucosidase (human) inhibition. Potency, µM (highest dose often 76.9 µM), inactives show top-dose activity change, negative = inhibition, most hits filed as inhibitors. purified human GAA, 4-MU-alpha-glucoside fluorescence. P10253. actives 0.005% (n = 200,000). AID 1466;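 note: plate controls were uninhibited enzyme wells for no effect and no-enzyme background for full effect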
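Activity normalized between no-enzyme (basal) and enzyme-only wells. Conditions: 4 nM human enzyme, 400 uM fluorogenic substrate, citrate/phosphate pH 5.0 with Tween-20, 20 min room temperature, compounds up to 77 uM.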
The depositor's hits bear a star; ? = inconclusive; nt = no result given; [ ] = dose if it differs, or a comment. Unless noted, calls come from the whole dose curve; as a rule, active = well fitted curve in the direction sought with a large enough effect; inconclusive = small, poorly fitted or top-dose-only effect, or another doubt; inactive = no such curve, though single readings can be large; an effect the other way counts as inactive or inconclusive. Potency is the fitted concentration of half-maximal effect.

mol | SMN2 splice up | JMJD2E inh | ALDH1A1 block | aGal spleen mod | GAA glycogen | GAA spleen mod | GoLoco inh red | GAA inh
Cn1c(C2=C(O)CN(Cc3ccccc3)C2=N)[n+](C)c2ccccc21 | -4% | -26% | 5% | -1% | 2% | -4% | -3% | 1%
CCC(=NCc1ccccc1)C1=C(O)C(C(=O)OC)C(C)(C)CC1=O (configuration not stated) | nt | -4% | ? | 1% | 16% | -1% | nt | -3%
N/C(=N\OC(=O)c1cccc(Cn2cc(C(F)(F)F)ccc2=O)c1)c1ccccc1 | nt | -3% | 12% | -4% | 2% | 3% | 10% | -19%
COc1ccc(C2C(C#N)=C(N)Oc3n[nH]c(C)c32)cc1Cn1nnc2ccccc21 (configuration not stated) | -5% | -8% | ? | -9% | -16% | -4% | 9% | -4%
Cc1cccc(C(=O)CC(=O)c2cc(Cl)ccc2O)c1 | -98%[inhibitor] | ? | 1% | 1% | 3% | -2% | 3% | -14%
CC(=O)c1cc2c(cc1N/C(=N/S(=O)(=O)c1ccc(C)cc1)c1ccc(Cl)cc1)OCO2 | ? | ? | -3% | 2% | -6% | -7% | 4% | -1%
O=C(CSc1nc2c(sc3ccccc32)c(=O)n1CCc1ccccc1)NCc1ccco1 | -7% | 7% | 1% | 4% | 7% | -3% | 11% | ?
CCc1ccc(NC(=O)C2CC=CCC2C(=O)O)cc1 (configuration not stated) | 30% | 3% | ? | 1% | -1% | -2% | 0% | 0%
COC(=O)c1sccc1NC(=O)CSc1ccccc1NS(=O)(=O)c1ccc(F)cc1 | -52%[inhibitor] | -4% | ? | -5% | -5% | -9% | -13% | -3%
CSc1nnc(C)c(=O)n1COC(=O)/C=C/c1ccc2c(c1)OCO2 | -18% | ? | ? | -1% | -12% | 0% | 2% | 1%
COc1ccc(C(=O)N2CCCC(c3ccccc3)C2)cc1 (configuration not stated) | -9% | 5% | ? | 8% | 8% | -16% | 3% | -2%
CCOC(=O)c1ccccc1NC(=O)Cn1cnc2c(oc3ccccc32)c1=O | -19% | 2% | ? | -1% | -11% | 2% | -6% | -5%
NC(=O)c1sc2nc3c(cc2c1N)CCCCCC3 | nt | ? | ? | 0% | 10% | 4% | -7% | -4%[15.4 µM]
CC(C)Cn1nnnc1S(=O)(=O)Cc1cccc(C#N)c1 | 27% | -8% | 3.5µM* | 4% | nt | -7% | 0% | nt
Cc1cc(/C=N\NC(=O)CC(=O)NC2CCCCC2)c(C)n1-c1ccc(Cl)cc1 | -21% | ? | ? | -5% | 8% | -7% | 8% | -1%
COc1ccccc1NC(=O)c1nnn(Cc2ccccc2)c1NC(=O)C(F)(F)F | -11% | ? | -13% | -2% | -10% | -7% | 7% | -3%
Cc1ccc(Cl)cc1N1CCN(C(=O)COc2ccc3c(c2)CCC3)CC1 | -11% | 10% | 2% | -1% | 4% | -2% | -35% | -12%
Cc1cc(C)n(-c2cc(N3CCN(S(=O)(=O)c4ccc(Cl)cc4)CC3)ccc2[N+](=O)[O-])n1 | -32%[inhibitor] | 6% | -1% | -12% | -1% | -3% | -6% | -13%
COC(=O)c1ccc(C(NC(=O)OCc2ccccc2)/C(C)=C/[C@@H](C)C(=O)NC2CCCCC2)cc1 (some centres not stated) | -12% | -29% | ? | 4% | nt | 4% | -5% | nt
COc1ccc2c(c1)cc1n2CCN=C1NN | -2% | ? | ? | 5% | ? | -4% | 2% | -1%
O=C(NCc1ccccc1)c1ccc(COCC(F)(F)F)o1 | -6% | 8% | ? | 0% | -8% | -5% | 1% | -9%
COc1ccc2cc3cc(C(=O)NCc4cccnc4)oc3nc2c1 | 2% | ? | ? | ? | 2% | nt | 7% | ?
Cc1noc(C)c1C(=O)N1CCN(C(=O)c2sc3cc(Cl)ccc3c2Cl)CC1 | -25% | -3% | ? | -3% | -17% | -10% | -2% | 0%
O=C(Nc1ncc2c(n1)-c1ccccc1OC2)c1ccc(Cl)cc1 | -11% | ? | ? | 4% | -4% | -7% | 1% | ?
O=C(CSc1nc2ncc(Cl)cc2[nH]1)NCC(=O)Nc1ccc(F)c(F)c1F | nt | -12% | 9% | -2% | 2% | -5% | 4% | -8%[15.4 µM]
O=C(NNC(=O)C1CCN(Cc2cccc(F)c2)CC1)c1cccc(Cl)c1 | -6% | 7% | 12% | 3% | -7% | -10% | -2% | -13%
Cn1c(=O)[nH]c(=O)c2c1nc(N1CCCCC1)n2CCCSc1nc2ccccc2s1 | -23% | -2% | ? | 0% | -3% | -4% | 1% | 7%
COc1ccccc1C(=O)NC(C)C(c1cccs1)N1CCN(C)CC1 (configuration not stated) | -7% | 1% | -4% | 5% | 5% | -4% | -1% | 1%
COc1ccc(Cl)cc1S(=O)(=O)N1CCC(O)(c2ccc(Cl)cc2)CC1 | nt | 8% | nt | 1% | -2% | -11% | 4% | nt
CC(Oc1ccc(Cl)cc1Cl)C(=O)N(Cc1ccco1)C1CCS(=O)(=O)C1 (configuration not stated) | 46% | 4% | ? | 12% | nt | -16% | 7% | -12%

(continued)
structure,SMN2 splice up,JMJD2E inh,ALDH1A1 block,aGal spleen mod,GAA glycogen,GAA spleen mod,GoLoco inh red,GAA inh
Cn1c(SCC(=O)Nc2ccc(N3CCOCC3)c(Cl)c2)nnc1C(O)c1ccccc1 (configuration not stated),5%,-2%,5%,9%,4%,8%,3%,-10%
CC1CCN(C(=O)C(C)c2ccc([N+](=O)[O-])cc2)CC1 (configuration not stated),2%,9%,-3%,-1%,-3%,7%,-1%,?
Cc1ccc(S(=O)(=O)N2CCN(Cc3nc4sc5c(c4c(=O)[nH]3)CCCC5)CC2)cc1,-33%[inhibitor],0%,-14%,-1%,0%,-4%,51%[activator],-6%
Cc1c(NC(=O)CCC(=O)N2CCCCC2)c(=O)n(-c2ccccc2)n1C,-5%,2%,0%,1%,-7%,-4%,7%,-5%
O=C(O)CNC(=S)N(Cc1ccc(F)cc1)C1CCCCC1,nt,12%,0%,4%,4%,3%,7%,-2%
Cc1ccc(Cn2nnnc2CN2CCC(O)(c3ccccc3F)CC2)cc1,-30%,-1%,?,3%,6%,-13%,5%,-1%
O=C(Nc1ccc(CN2CCOCC2)cc1)c1ccc(-c2cc(Cl)ccc2Cl)o1,-65%[inhibitor],?,?,10%,0%,-3%,9%,1%
CCOc1ccc(-n2c(-c3ccc(OC)cc3)c[n+]3c2CCCCC3)cc1,-64%[inhibitor],1%,1%,4%,13%,1%,2%,-14%
COc1ccc(CCCc2n[nH]c(=S)o2)cc1,-4%,-19%,?,2%,1%,0%,-1%,-5%
O=C(O)CSc1ccc(Oc2ccc(SCC(=O)O)cc2)cc1,nt,-4%,13µM*,0%,-5%,5%,6%,5%
CNC(=O)c1nnn(Cc2ccccc2)c1NC(=O)C(F)(F)F,-15%,-4%,4%,0%,6%,-7%,7%,-4%
C/C=C/C=C\C(=O)Nc1cccc(C2=NOC3(C2)C[C@H](C(N)=O)N(C(=O)/C=C/C)C3)c1 (some centres not stated),nt,-5%,nt,5%,-2%,-1%,-23%,nt
CCn1c(C)nc2cc(S(N)(=O)=O)ccc21,nt,4%,8%,3%,12%,-11%,12%,1%
CCC/C=C(\CCC)C(NS(=O)(=O)CC12CCC(CC1=O)C2(C)C)c1ccc(C(=O)OC)cc1 (configuration not stated),-25%,-2%,10µM*,-14%,nt,-3%,-15%,nt
CCc1c(O)nc(SCC(=O)Nc2nc3ccccc3s2)n(-c2ccccc2)c1=O,nt,2%,nt,-1%,11%,-3%,4%,nt
COc1ccc(C2CC2C(=O)c2ccccn2)cc1 (configuration not stated),12%,4%,-12%,2%,5%,nt,10%,-6%
CCOc1cccc(C(=O)Nc2ccccc2N2CCN(C(=O)C(C)C)CC2)c1,-3%,6%,0%,-14%,-1%,3%,7%,-8%
CCOC1OC(=O)C(Cl)=C1Nc1ccc(C)cc1C (configuration not stated),-25%,6%,3%,-14%,0%,-4%,2%,2%
COc1ccccc1Oc1nc(-c2cccnc2)nc2ccccc12,-18%,-4%,20µM*,5%,-6%,-1%,1%,?
CN(C)Cc1nc2c(c(=O)[nH]1)C1(CCCCC1)Cc1ccccc1-2,-16%,-1%,1%,11%,-3%,1%,1%,-2%
CCc1c(C)sc(NC(=O)C2CC2)c1C(=O)OC(C)C,-9%,-8%,-4%,3%,8%,-1%,11%,-1%
O=C(O)c1ccc2c(c1)SC1=NS(=O)(=O)CCN12,nt,-2%,?,4%,1%,0%,-2%,-9%
CCOC(=O)Cc1csc(NC(=O)c2csc3c2CCCC3)n1,-35%[inhibitor],-21%,14µM*,-4%,-10%,-4%,166%[activator],-14%

Entries of single compounds from above.
Shown for O=C(O)CSc1ccc(Oc2ccc(SCC(=O)O)cc2)cc1 → SMN2 splice up = nt; JMJD2E inh = -4%; ALDH1A1 block = 13µM*; aGal spleen mod = 0%; GAA glycogen = -5%; GAA spleen mod = 5%; GoLoco inh red = 6%; GAA inh = 5%
Shown for COc1ccccc1Oc1nc(-c2cccnc2)nc2ccccc12 → SMN2 splice up = -18%; JMJD2E inh = -4%; ALDH1A1 block = 20µM*; aGal spleen mod = 5%; GAA glycogen = -6%; GAA spleen mod = -1%; GoLoco inh red = 1%; GAA inh = ?
Shown for CCc1c(C)sc(NC(=O)C2CC2)c1C(=O)OC(C)C → SMN2 splice up = -9%; JMJD2E inh = -8%; ALDH1A1 block = -4%; aGal spleen mod = 3%; GAA glycogen = 8%; GAA spleen mod = -1%; GoLoco inh red = 11%; GAA inh = -1%

The list is partial, so the mix of outcomes need not match the whole.
